NCI-60 one-dose screen, 48 h, at 10 µM unless noted. Numbers give growth in % (100 = growth as untreated, 0 = no growth, -100 = all killed).
SN12C: SN12C renal cancer cells | actives 3.8% (n = 81,000)
OVCAR-4: OVCAR-4 ovarian cancer cells; AID 1794784; actives 3.7% (n = 80,000)
TK-10: TK-10 renal cancer cells | actives 3.9% (n = 81,000) | AID 1794769
UO-31: UO-31 renal cancer. AID 1794768. actives 5.2% (n = 81,000)
786-0: 786-0 renal cancer cells; actives 5.1% (n = 81,000); AID 1794775
OVCAR-5: OVCAR-5 ovarian cancer. actives 2.9% (n = 82,000). AID 1794783
SK-OV-3: SK-OV-3 ovarian cancer cells; actives 3.2% (n = 80,000); AID 1794785
IGROV1: IGROV1 ovarian cancer; actives 4.7% (n = 79,000); AID 1794786
* = called active by the depositor; nt = no result given; [ ] = another dose, or the depositor's remark. How the source made its calls: active means growth percent below 10; inactive means the rest.

SMILES | SN12C | OVCAR-4 | TK-10 | UO-31 | 786-0 | OVCAR-5 | SK-OV-3 | IGROV1
C=C(C)[C@@H]1CC[C@]2(C(N)=O)CC[C@]3(C)[C@H](CC[C@@H]4[C@@]5(C)CC[C@H](OCCC#N)C(C)(C)[C@@H]5CC[C@]43C)[C@@H]12 | 79 | 93 | 117 | 76 | 95 | 76 | 80 | 90
Cc1c(C(=O)O)nnn1-c1ncc(Cc2ccccc2)s1 | 100 | 101 | 97 | 94 | 99 | 100 | 100 | 112
Fc1ccc2[nH]cc(-c3nc(-c4cccnc4)cs3)c2c1 | 85 | 82 | 95 | 71 | 90 | 85 | 69 | 75
O=C(NN1C(=O)/C(=C\c2ccc(Br)cc2)SC1=S)c1ccncc1 | 96 | 108 | 107 | 86 | 102 | 99 | 107 | 103
COCCOC(=O)NC(=O)Nc1ccc(/C(=N/O)c2ccc(Cl)cc2)cc1 | nt | 44 | 63 | 37 | 22 | 47 | 4.2* | 31
CC(CNc1nc(Nc2ccc(Cl)c(Cl)c2)nc(C(Cl)(Cl)Cl)n1)N(C)C (stereo not given) | 16 | nt | -62* | -3.6* | -77* | 34 | 26 | -6.0*
NS(=O)(=O)c1ccc(-n2c(O)c(C3=c4cc(Cl)ccc4=NC3=O)sc2=S)cc1 | 94 | 81 | 138 | 64 | 107 | 100 | 85 | 98
CCOC(=O)c1c(C)nc2c(c1N)CC(=O)N2Cc1cc(OC)cc(OC)c1 | 102 | 86 | 101 | 79 | 103 | 109 | 101 | 97
S=C([S-])[P+](C1CCCCC1)(C1CCCCC1)C1CCCCC1 | 89 | 89 | nt | 83 | 107 | 96 | 101 | 94
Nc1nc(SCc2ccc([N+](=O)[O-])cc2)c2[nH]cnc2n1 | 94 | 101 | 97 | 84 | 90 | 86 | nt | 92
O=C(NNC(=O)c1ccc(OCc2nc3ccc(Cl)cc3[nH]2)cc1)Nc1ccc(Cl)c(C(F)(F)F)c1 | 65 | 80 | 116 | 83 | 70 | 76 | 92 | 70
COc1nc2ccccc2nc1NN | 94 | 103 | 106 | 88 | 100 | 102 | 102 | 108
O=C1OC(=O)C2C3CCC(C3)C12 (stereo not given) | 100 | 110 | 108 | 83 | 102 | 99 | 89 | 126
Cc1ccc[n+](CC(=O)c2ccc([N+](=O)[O-])cc2)c1 | 103 | 86 | nt | 94 | 95 | 107 | 120 | 111
O=C(NNC(=O)c1cccc2ccccc12)c1ccc(Cl)cc1Cl | 98 | 97 | 103 | 89 | 101 | 115 | 115 | 108
C=C1C[C@H](c2c(C)cccc2C)O[C@@H]2C[C@H](C)CC[C@@H]12 | 98 | 111 | 102 | 95 | 99 | 92 | 106 | 105
Cc1ccc2c(-n3nc(C#N)c(C#N)c3N)cc(=O)[nH]c2c1 | 76 | 89 | 108 | 45 | 85 | 99 | 74 | 64
Clc1ccc(/C=C/c2cc(/C=C/c3ccc(Br)cc3)c3ccccc3n2)c(Cl)c1 | 102 | 97 | 120 | 78 | 98 | 114 | 104 | 111
N#C/C(=C\c1ccc(Br)cc1)c1cc2ccccc2[nH]1 | 98 | 112 | 119 | 87 | 93 | 94 | 81 | 91
Fc1ccc(Nc2n[nH]c(Cc3ccccc3)n2)cc1 | 94 | 97 | 98 | 89 | 93 | 98 | 94 | 99
Nc1cccc(N=Nc2c(S(=O)(=O)O)cc3cc(NC(=O)Nc4ccc5c(O)c(N=Nc6cccc(N)c6)c(S(=O)(=O)O)cc5c4)ccc3c2O)c1 | 104 | 109 | 105 | 79 | 102 | 110 | 98 | 103
O=C1/C(=C/c2ccc(B(O)O)cc2)Oc2ccccc21 | 87 | 118 | 107 | 78 | 105 | 110 | 105 | 100
O=C(Nc1nc(-c2ccc(Br)cc2)cs1)c1ccccc1CN1C(=O)c2ccccc2C1=O | 97 | 114 | 102 | 89 | 95 | 97 | 104 | 98
O=C(Cc1ccccc1)Nc1nnc(NC2CCN(c3nnc(NC(=O)Cc4ccccc4)s3)CC2)s1 | 86 | 99 | 110 | 74 | 89 | 94 | 84 | 85
COC(=O)/C(C#N)=C1/CCC(NC(=O)Cc2ccc(Cl)cc2Cl)N1C (stereo not given) | 94 | 95 | 97 | 64 | 104 | 88 | 109 | 102

(cont.)
SMILES | SN12C | OVCAR-4 | TK-10 | UO-31 | 786-0 | OVCAR-5 | SK-OV-3 | IGROV1
COC(=O)c1cc(-c2cccnc2)[nH]c(=O)c1C#N | 92 | 103 | 94 | nt | 97 | 101 | 120 | 106
CC(=O)CC(=O)Nc1ccc(Cl)cc1C | 106 | 114 | 99 | 86 | 104 | 99 | 105 | 111
N#CCCN1CCOCC1 | 95 | 105 | 103 | 87 | 115 | 106 | 107 | 110
COc1ccc(C2SCC(=O)N2NC(=O)C(O)(c2ccccc2)c2ccccc2)cc1 (stereo not given) | 91 | 106 | 111 | 49 | 97 | 88 | 97 | 75
COc1ccc(S(=O)(=O)NCCCNc2nccc(-c3c(-c4cccc(OC)c4)nc4occn34)n2)cc1 | 89 | 99 | 111 | 78 | 95 | 130 | 106 | 87
CC1OC(C(=O)N2CCN(CCO)CC2)CC1COC1CCCCC1 (stereo not given) | 92[50 µM] | 104[50 µM] | 129[50 µM] | 70[50 µM] | 109[50 µM] | 104[50 µM] | 98[50 µM] | 98[50 µM]
O=C(CSc1nnc2n1N=C(c1ccc(Br)cc1)CS2)c1ccc(Br)cc1 | 86 | 85 | 102 | 47 | 100 | 81 | 69 | 62
O=S(=O)(c1ccccc1)N1CCCN(c2nc(-c3ccccc3)nc3nc(-c4ccccc4)oc23)CC1 | 98 | 105 | 114 | 85 | 102 | 106 | 103 | 100
CC1SC(=S)N(c2cccc(NC(=O)C(Cl)Cl)c2)C1=O (stereo not given) | 88 | 91 | 110 | 67 | 97 | 100 | 126 | 99
CN1C(=O)N(C)C2C1N=C(SCc1ccc(Cl)cc1)N2/N=C/C=C/c1ccccc1[N+](=O)[O-] (stereo not given) | 88 | 82 | 93 | 51 | 93 | 81 | 93 | 73
O=C1C2CC(O)Cc3ccccc3N2C(=O)CN1CCO (stereo not given) | 103 | 111 | 86 | 94 | 97 | 98 | 105 | 108
CNC(=O)c1cncc(Cn2nc(C)c(NC(=O)c3ccc(COc4ccc(C(F)(F)F)cc4C)cc3)c2C)c1 | 69 | 44 | 62 | 59 | 69 | 98 | 77 | 63
COc1cccc(C2C3=C(COC3=O)N(CCO)c3cc(OC)ccc32)c1 (stereo not given) | 27 | 59 | 52 | 50 | 28 | 27 | 22 | 24
O=C1CSC(c2ccccc2)N1c1ccccc1 (stereo not given) | 101 | 104 | 110 | 86 | 105 | 103 | 100 | 112
COc1nc2c(=O)[nH]c(N)nc2n1C1OC(CO)C(O)C1O (stereo not given) | 107 | 113 | 103 | 93 | 108 | 105 | 95 | 109
COc1ccc(CN2C(=O)C(Cl)=C(Nc3cccc(C(F)(F)F)c3)C2=O)cc1 | 73 | 48 | 88 | 29 | 38 | 55 | 76 | 36
O=C1/C(=C\c2cn(CC(O)CN3CCCCC3)c3ccccc23)c2ccccc2N1c1c(Cl)cccc1Cl (stereo not given) | -68* | -69* | -76* | -80* | -73* | -93* | -100* | -70*
C=C1CCC2C3(C)COC(c4cccc(Cl)c4)OC3CCC2(C)C1/C=C/C1=CCOC1=O (stereo not given) | 87 | 54 | 88 | 39 | 66 | 84 | 78 | 89
COc1cc(-n2cc(-c3cc(O)c(C/C=C(\C)CCC=C(C)C)c(O)c3)nn2)cc2c1O[C@]1(C)CC[C@@H](O)C(C)(C)[C@H]1C2 | 25 | 38 | 40 | -54* | 6.9* | 30 | 35 | 24
COc1ccc(/C=C2/SC(=O)N(CC(=O)N3CCN(c4cc5c(cc4F)c(=O)c(C(=O)O)cn5C4CC4)CC3)C2=O)cc1OC | 100 | 113 | 105 | 85 | 101 | 96 | nt | 108
COc1cc(-c2cc(-c3ccc([N+](=O)[O-])cc3)nc3nc(NN)[nH]c(=O)c23)cc(OC)c1OC | 106 | 110 | 100 | 83 | 100 | 117 | 96 | 102
Cc1cccc(/C=C/c2nn3c(-c4ccco4)nnc3s2)c1 | 95 | 99 | 101 | 84 | 98 | 98 | 114 | 99
COC(=O)Cc1nc2ccccc2n1C(=O)N1c2ccccc2Sc2ccccc21 | 89 | 98 | 111 | 66 | 96 | 90 | 95 | 97
C#CCSc1nnc(-c2c(C)nc3ccc(Cl)cn23)o1 | 94 | 81 | 112 | 62 | 104 | 110 | nt | 47
CN1CCC2(CC1)OCCCO2 | 108 | nt | 113 | 86 | 99 | 94 | 104 | 102

Laid out differently: results already given.
mol,SN12C,OVCAR-4,TK-10,UO-31,786-0,OVCAR-5,SK-OV-3,IGROV1
CNC(=O)c1cncc(Cn2nc(C)c(NC(=O)c3ccc(COc4ccc(C(F)(F)F)cc4C)cc3)c2C)c1,69,44,62,59,69,98,77,63
COc1cccc(C2C3=C(COC3=O)N(CCO)c3cc(OC)ccc32)c1 (stereo not given),27,59,52,50,28,27,22,24
O=C1CSC(c2ccccc2)N1c1ccccc1 (stereo not given),101,104,110,86,105,103,100,112
COc1nc2c(=O)[nH]c(N)nc2n1C1OC(CO)C(O)C1O (stereo not given),107,113,103,93,108,105,95,109
COc1ccc(CN2C(=O)C(Cl)=C(Nc3cccc(C(F)(F)F)c3)C2=O)cc1,73,48,88,29,38,55,76,36
O=C1/C(=C\c2cn(CC(O)CN3CCCCC3)c3ccccc23)c2ccccc2N1c1c(Cl)cccc1Cl (stereo not given),-68*,-69*,-76*,-80*,-73*,-93*,-100*,-70*
C=C1CCC2C3(C)COC(c4cccc(Cl)c4)OC3CCC2(C)C1/C=C/C1=CCOC1=O (stereo not given),87,54,88,39,66,84,78,89
COc1cc(-n2cc(-c3cc(O)c(C/C=C(\C)CCC=C(C)C)c(O)c3)nn2)cc2c1O[C@]1(C)CC[C@@H](O)C(C)(C)[C@H]1C2,25,38,40,-54*,6.9*,30,35,24
COc1ccc(/C=C2/SC(=O)N(CC(=O)N3CCN(c4cc5c(cc4F)c(=O)c(C(=O)O)cn5C4CC4)CC3)C2=O)cc1OC,100,113,105,85,101,96,nt,108

(cont.)
SMILES | SN12C | OVCAR-4 | TK-10 | UO-31 | 786-0 | OVCAR-5 | SK-OV-3 | IGROV1
COc1ccc(C(C#N)=C2C=CC(=NO)C=C2)cc1 | 96 | 92 | 13 | 67 | 35 | 137 | 114 | 61
CCOC(=O)c1c(Nc2ccc(S(=O)(=O)Nc3nccs3)cc2)nnc(-c2ccccc2)c1-c1ccccc1 | 95 | nt | 109 | nt | 109 | 117 | 106 | nt
CCc1cccc(CC)c1NC(=O)NN(CC)CC | 117[100 µM] | 102[100 µM] | 104[100 µM] | 96[100 µM] | 104[100 µM] | 123[100 µM] | 111[100 µM] | 121[100 µM]
O=c1[nH]c(-c2ccc(-n3c(=O)[nH]c4ccccc4c3=O)cc2)nc(=S)[nH]1 | 85 | 96 | 102 | 81 | 97 | 91 | 94 | 106
BrCc1ccccc1C[P+](c1ccccc1)(c1ccccc1)c1ccccc1 | 94 | 88 | 91 | 82 | 95 | 95 | 89 | 72
COc1ccc(-n2c(=O)c3ccccc3n(Cc3ccc(C(=O)NO)cc3)c2=O)cc1 | 34 | 17 | 20 | 55 | 56 | 58 | 28 | 14
Nc1ccc(Nc2ccc([N+](=O)[O-])cc2[N+](=O)[O-])cc1 | 92 | nt | 94 | 64 | 96 | 88 | 90 | 94
CC1=C(C(=O)OC(C)C)C(c2ccc3c(c2)OCO3)NC(=S)N1 (stereo not given) | 105 | 98 | 98 | 85 | 104 | 105 | 105 | 100
COc1ccc(-c2cc(-c3cccnc3)nc(SCC(=O)O)c2C#N)cc1OC | 103 | 106 | 104 | 77 | 108 | 112 | 97 | 103
CNc1cc(S(=O)(=O)O)ccc1C | 108 | 122 | 112 | 84 | 93 | 112 | 116 | 112
CCOC(=O)c1cc(C(=O)c2cc(OC)cc(OC)c2)n2ccc3ccccc3c12 | 81 | 89 | 100 | 95 | nt | 98 | 98 | 102
CSC(=N\N=C\c1ccc(N(C)C)cc1)/N=C/N(C)C | 108 | 107 | 131 | 101 | 103 | 96 | 106 | 105
COc1cccc(-c2c(C#N)c(-c3cccs3)nc3c2c(-c2ccccc2)nn3-c2ccccc2)c1 | 101 | 105 | 109 | 93 | 103 | 96 | 89 | 95
O=C(NC1CCCCC1)c1ccc(Cl)cc1 | 103 | 108 | 102 | 95 | 103 | 99 | 114 | 103
COc1ccc(-c2nc(N)nc3c(OC)nccc23)cc1 | 103 | 98 | 105 | 108 | 95 | 105 | 96 | 109
[N-]=[N+]=NC1CC(n2ccc(=O)[nH]c2=O)OC1COC(c1ccccc1)(c1ccccc1)c1ccccc1 (stereo not given) | 85 | 89 | 86 | 60 | 82 | 103 | 124 | 100
O=C1OC(=O)C2(Br)C3C=CC(C3)C12 (stereo not given) | 102 | 113 | 116 | 95 | 104 | 107 | 110 | 111
COc1ccc(-c2cc(-c3ccc(OC)cc3)n(-c3ccc(-c4nnc(NCc5ccccc5)s4)cc3)n2)cc1 | 92 | 99 | 105 | 88 | 94 | 100 | nt | 116
NS(=O)(=O)c1ccc(CCn2c(SCC(=O)N/N=C/c3ccccc3F)nc3ccccc3c2=O)cc1 | 98 | 102 | 101 | 69 | 96 | 112 | 82 | 105
CS(=O)(=O)c1cccc(-c2c(-c3cccc(OCC(=O)c4ccccc4)c3)nc3sccn23)c1 | 94 | 97 | 92 | 68 | 87 | 83 | 110 | 83
O=C(O)Cc1ccc(NC(=O)c2cc(Cl)ccc2Nc2ccnc(C(F)(F)F)c2)cc1 | 101 | 93 | 112 | 88 | 105 | 104 | 106 | 107

Shown field by field: entries from further up.
O=C(NC1CCCCC1)c1ccc(Cl)cc1
- SN12C = 103
- OVCAR-4 = 108
- TK-10 = 102
- UO-31 = 95
- 786-0 = 103
- OVCAR-5 = 99
- SK-OV-3 = 114
- IGROV1 = 103
COc1ccc(-c2nc(N)nc3c(OC)nccc23)cc1
- SN12C = 103
- OVCAR-4 = 98
- TK-10 = 105
- UO-31 = 108
- 786-0 = 95
- OVCAR-5 = 105
- SK-OV-3 = 96
- IGROV1 = 109

Screening results as filed in PubChem BioAssay.
